Source: PubChem BioAssay (NMMLSC)
RPL19A-GFP yeast = modulators of TOR pathway RPL19A-GFP in S. cerevisiae | percent response vs DMSO, % at 10 µM | hit rate 0.3% among 330,000 | AID 2025 | S. cerevisiae RPL19A-GFP strain, flow cytometry, 3 h; active compounds read low;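 active means percent response vs DMSO below 50%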;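 further: median channel GFP fluorescence of the barcoded RPL19A-GFP strain; ratio of sample median GFP to plate DMSO average so 100% = DMSO; lower means less RPL19A-GFP as with rapamycin TOR inhibition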
CR mimetic SO = caloric restriction mimetics inhibiting age-related superoxide in yeast; hit rate 0.18% among 330,000; superoxide response (% of plate mean), % at 10 µM; S. cerevisiae aged cells, superoxide DHE fluorescence; active compounds read low;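 active means superoxide response under a set limit, about three screen SD below normal, cut at about 65% in these data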;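 further: yeast aged for seven days with compound at 30 °C before DHE staining; 100% = average MFI of all compound-treated wells on the plate with controls excluded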
MEP2-GFP yeast = alters MEP2-GFP fluorescence in TOR pathway yeast screen | GFP response vs DMSO, % at 10 µM | S. cerevisiae MEP2-GFP strain, flow cytometry GFP, 3 h; 100% = DMSO control level | hit rate 0.51% among 330,000;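 active means GFP response versus DMSO above a set limit, roughly screen mean plus 3 SD, cut at about 180% in these data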;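 further: median GFP fluorescence of the barcode-gated MEP2-GFP cells per well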
AGP1 TOR yeast = modulators of TOR pathway AGP1-GFP in S. cerevisiae; S. cerevisiae AGP1-GFP multiplex flow cytometry, 3 h; GFP as percent of DMSO wells; GFP response vs DMSO, % at 10 µM; hit rate 0.02% among 320,000;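 active means GFP response relative to DMSO above a set limit, near screen average plus 3 SD, cut at about 150% in these data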;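 further: median GFP channel fluorescence of the gated AGP1 strain per well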
CIT2 TOR yeast = alters CIT2-GFP fluorescence in TOR pathway yeast screen; hit rate 0.065% among 320,000; AID 2029; GFP response vs DMSO, % at 10 µM; S. cerevisiae CIT2-GFP strain, flow cytometry, 3 h; 100 means same as DMSO wells;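 active means GFP response relative to DMSO above a set limit, near the screen mean plus 3 SD, cut at about 150% in these data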;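 further: ratio of well median GFP fluorescence to mean of DMSO wells on the plate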
GRK2 inh = blocks RNA aptamer binding to human GRK2; P25098; bead flow cytometry, FAM-aptamer displacement from GRK2; inhibition of aptamer binding, % at 10 µM; hit rate 0.59% among 330,000; AID 488847;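 active means inhibition of aptamer binding above 40%, roughly 3 SD of noise, on plates passing a quality check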;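 further: median bead fluorescence of bound FAM aptamer so fluorescent compounds give negative values; no value below 0 was filed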
VLA-4 inh = inhibition in a human VLA-4 binding assay. P13612. VLA-4 expressing cells, ligand binding flow cytometry. inhibition, % (about 7 µM as worked out from the volumes in the protocol). hit rate 0.2% among 330,000; in the data active means inhibition above about 50%
Target sequence (P13612 whole entry, looked up): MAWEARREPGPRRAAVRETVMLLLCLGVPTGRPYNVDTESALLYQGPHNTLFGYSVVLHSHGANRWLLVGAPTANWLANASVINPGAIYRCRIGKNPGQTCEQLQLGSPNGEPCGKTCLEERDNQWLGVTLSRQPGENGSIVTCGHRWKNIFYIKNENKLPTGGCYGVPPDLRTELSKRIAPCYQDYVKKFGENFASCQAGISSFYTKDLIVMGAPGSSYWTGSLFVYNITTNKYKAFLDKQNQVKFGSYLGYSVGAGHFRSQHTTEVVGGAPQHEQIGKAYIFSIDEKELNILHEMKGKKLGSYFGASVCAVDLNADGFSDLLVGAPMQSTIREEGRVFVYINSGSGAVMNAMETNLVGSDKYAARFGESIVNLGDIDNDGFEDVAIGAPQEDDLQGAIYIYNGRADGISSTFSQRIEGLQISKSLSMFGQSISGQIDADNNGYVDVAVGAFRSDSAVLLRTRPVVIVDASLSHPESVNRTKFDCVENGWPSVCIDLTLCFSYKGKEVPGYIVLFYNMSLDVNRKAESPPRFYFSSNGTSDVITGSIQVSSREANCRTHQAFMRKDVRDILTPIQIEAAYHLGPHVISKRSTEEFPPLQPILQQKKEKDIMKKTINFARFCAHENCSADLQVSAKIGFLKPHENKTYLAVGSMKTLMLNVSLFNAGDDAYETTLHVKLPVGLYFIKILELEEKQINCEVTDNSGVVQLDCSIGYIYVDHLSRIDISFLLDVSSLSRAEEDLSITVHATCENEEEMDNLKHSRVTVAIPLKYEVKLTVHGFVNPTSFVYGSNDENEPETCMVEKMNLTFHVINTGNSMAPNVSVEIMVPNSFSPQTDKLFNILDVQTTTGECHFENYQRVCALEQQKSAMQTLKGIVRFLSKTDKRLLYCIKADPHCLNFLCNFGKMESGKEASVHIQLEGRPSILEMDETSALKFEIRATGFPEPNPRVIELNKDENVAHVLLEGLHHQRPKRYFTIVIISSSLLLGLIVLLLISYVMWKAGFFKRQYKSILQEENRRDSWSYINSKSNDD
LAP4-GFP MLPCN = modulators of TOR pathway LAP4-GFP in S. cerevisiae; S. cerevisiae LAP4-GFP multiplex, flow cytometry GFP, 3 h; median GFP as percent of DMSO wells; GFP response vs DMSO, % at 10 µM; hit rate 0.34% among 320,000; AID 2023;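 active means GFP response vs DMSO above a set limit, about the screen mean plus 3 SD, cut at about 150% in these data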
* = called active by the depositor.

`Clc1cccc(CN2CCC(Cc3ccccc3)CC2)c1` gave RPL19A-GFP yeast 102, CR mimetic SO 82, MEP2-GFP yeast 100, AGP1 TOR yeast 96, GRK2 inh 4, VLA-4 inh 6 and LAP4-GFP MLPCN 92.
`O=C(Nc1ccc2oc(-c3ccccc3)nc2c1)C1CCCO1` (stereo unspecified) gave RPL19A-GFP yeast 96, CR mimetic SO 111, MEP2-GFP yeast 75, AGP1 TOR yeast 88, CIT2 TOR yeast 102, GRK2 inh 0, VLA-4 inh 5 and LAP4-GFP MLPCN 93.
COC(=O)CN1C(=O)Nc2ccc(C)cc2C1c1ccccc1 (stereo unspecified) was read as RPL19A-GFP yeast 104, CR mimetic SO 118, MEP2-GFP yeast 111, AGP1 TOR yeast 102, CIT2 TOR yeast 103, GRK2 inh 0, VLA-4 inh -2 and LAP4-GFP MLPCN 107.
Cc1nc2ccccc2c(=O)n1/N=C/c1cccnc1 was read as RPL19A-GFP yeast 92, CR mimetic SO 95, MEP2-GFP yeast 100, AGP1 TOR yeast 96, CIT2 TOR yeast 91, GRK2 inh 0 and VLA-4 inh 9.
Screening Cc1ccc(-n2nc(C)c3c(=O)[nH]c(C(F)(F)F)nc32)cc1 returned RPL19A-GFP yeast 102, CR mimetic SO 101, MEP2-GFP yeast 104, AGP1 TOR yeast 97, CIT2 TOR yeast 100, GRK2 inh 1, VLA-4 inh 8 and LAP4-GFP MLPCN 90.
`c1ccc2c3n(nc2c1)CCCCO3` gave RPL19A-GFP yeast 97, CR mimetic SO 105, MEP2-GFP yeast 94, AGP1 TOR yeast 68, CIT2 TOR yeast 92, GRK2 inh 5, VLA-4 inh 11 and LAP4-GFP MLPCN 81.
O=C(Cn1nnc(-c2cccc(C(F)(F)F)c2)n1)NC(=O)NCc1ccco1 was read as RPL19A-GFP yeast 97, CR mimetic SO 93, MEP2-GFP yeast 116, AGP1 TOR yeast 99, CIT2 TOR yeast 103, GRK2 inh 0, VLA-4 inh 17 and LAP4-GFP MLPCN 99.
Screening O=C(c1ccc(F)cc1)n1cc(C(=S)N2CCOCC2)c2ccccc21 returned RPL19A-GFP yeast 95, CR mimetic SO 99, MEP2-GFP yeast 98, AGP1 TOR yeast 98, CIT2 TOR yeast 92, GRK2 inh 2, VLA-4 inh 15 and LAP4-GFP MLPCN 96.
Screening COc1ccc(-c2c(C#N)c(N)nc3c2CCCCCC3)cc1OC returned RPL19A-GFP yeast 95, CR mimetic SO 88, MEP2-GFP yeast 97, AGP1 TOR yeast 97, CIT2 TOR yeast 93, GRK2 inh 0, VLA-4 inh -1 and LAP4-GFP MLPCN 99.
`Cc1cc(C(=O)CSc2nc(N)cc(=O)[nH]2)c(C)n1-c1cccc(F)c1` gave RPL19A-GFP yeast 106, CR mimetic SO 106, MEP2-GFP yeast 107, AGP1 TOR yeast 108, CIT2 TOR yeast 104, GRK2 inh 0, VLA-4 inh 7 and LAP4-GFP MLPCN 96.
COCCSc1ccccc1C(=O)N1CCCC1 was read as RPL19A-GFP yeast 99, CR mimetic SO 86, MEP2-GFP yeast 105, AGP1 TOR yeast 105, CIT2 TOR yeast 99, GRK2 inh 3, VLA-4 inh 3 and LAP4-GFP MLPCN 100.
`CCCOC(=O)CN1C(=O)c2ccc(C(=O)OCCC)cc2C1=O` gave RPL19A-GFP yeast 103, CR mimetic SO 106, MEP2-GFP yeast 109, AGP1 TOR yeast 111, CIT2 TOR yeast 107, GRK2 inh 0, VLA-4 inh -1 and LAP4-GFP MLPCN 105.
`C/C(=N\Nc1ccc(C(F)(F)F)cn1)c1ccncc1` gave RPL19A-GFP yeast 100, CR mimetic SO 98, MEP2-GFP yeast 106, AGP1 TOR yeast 89, CIT2 TOR yeast 103, GRK2 inh 3, VLA-4 inh 14 and LAP4-GFP MLPCN 98.
Screening COCCCn1c(=NC(C)=O)c(C#N)cc2c(=O)n3cccc(C)c3nc21 returned RPL19A-GFP yeast 111, CR mimetic SO 105, MEP2-GFP yeast 109, AGP1 TOR yeast 105, CIT2 TOR yeast 101, GRK2 inh 2, VLA-4 inh 7 and LAP4-GFP MLPCN 109.
O=C(COC(=O)/C(=C/c1cccs1)c1cccs1)NCc1ccccc1Cl was read as RPL19A-GFP yeast 106, CR mimetic SO 100, MEP2-GFP yeast 105, AGP1 TOR yeast 107, CIT2 TOR yeast 98, GRK2 inh 8, VLA-4 inh 15 and LAP4-GFP MLPCN 97.
`CCCn1cc(CN2CCCC(C(=O)c3ccc4c(c3)OCO4)C2)c(C)n1` (stereo unspecified) gave RPL19A-GFP yeast 102, CR mimetic SO 118, MEP2-GFP yeast 103, AGP1 TOR yeast 108, CIT2 TOR yeast 108, GRK2 inh 0, VLA-4 inh -5 and LAP4-GFP MLPCN 90.
CCCCNCCCOc1cc(Cl)ccc1Cl was read as RPL19A-GFP yeast 98, CR mimetic SO 101, MEP2-GFP yeast 99, AGP1 TOR yeast 108, CIT2 TOR yeast 96, GRK2 inh 0, VLA-4 inh 6 and LAP4-GFP MLPCN 91.
Screening COc1cc(/C=C2\SC(=S)N(C(C(=O)O)c3ccccc3)C2=O)cc(OC)c1OC (stereo unspecified) returned RPL19A-GFP yeast 100, CR mimetic SO 109, MEP2-GFP yeast 105, AGP1 TOR yeast 101, CIT2 TOR yeast 94, GRK2 inh 1, VLA-4 inh 4 and LAP4-GFP MLPCN 109.
For CC(=O)Nc1c(-c2ccc(Cl)cc2)c(=O)c2ccccc2n1C the results were RPL19A-GFP yeast 85, CR mimetic SO 112, MEP2-GFP yeast 83, AGP1 TOR yeast 96, CIT2 TOR yeast 91, GRK2 inh 1, VLA-4 inh 6 and LAP4-GFP MLPCN 101.
For CC(=O)Nc1ccc(SCC(=O)N(CCC#N)c2cc(C)cc(C)c2)cc1 the results were RPL19A-GFP yeast 98, CR mimetic SO 95, MEP2-GFP yeast 102, AGP1 TOR yeast 108, CIT2 TOR yeast 106, GRK2 inh 0, VLA-4 inh -1 and LAP4-GFP MLPCN 99.
COc1ccc(C)cc1NC(=O)C(OC(=O)c1cnc(C)cn1)c1ccccc1 (stereo unspecified) was read as RPL19A-GFP yeast 104, CR mimetic SO 105, MEP2-GFP yeast 99, AGP1 TOR yeast 108, CIT2 TOR yeast 91, GRK2 inh 0, VLA-4 inh 3 and LAP4-GFP MLPCN 109.
CCNC(=S)N(CCN(C)C)Cc1cc2cc(OCC)ccc2[nH]c1=O was read as RPL19A-GFP yeast 101, CR mimetic SO 99, MEP2-GFP yeast 100, AGP1 TOR yeast 106, CIT2 TOR yeast 98, GRK2 inh 1, VLA-4 inh 3 and LAP4-GFP MLPCN 104.
Screening C/C(=N\NC(=O)c1csc(C)c1C)c1ccc(C)s1 returned RPL19A-GFP yeast 104, CR mimetic SO 93, MEP2-GFP yeast 107, AGP1 TOR yeast 93, CIT2 TOR yeast 101, GRK2 inh 0, VLA-4 inh 9 and LAP4-GFP MLPCN 99.
Screening O=C(Cn1c(=O)n(Cc2ccco2)c(=O)c2ccccc21)Nc1cccc(Cl)c1 returned RPL19A-GFP yeast 98, CR mimetic SO 105, MEP2-GFP yeast 105, AGP1 TOR yeast 104, CIT2 TOR yeast 98, GRK2 inh 3, VLA-4 inh 23 and LAP4-GFP MLPCN 101.
`Cc1ccc(S(=O)(=O)Cc2ccc(C(=O)N3CCC(C)CC3)cc2)cc1` gave RPL19A-GFP yeast 84, CR mimetic SO 100, MEP2-GFP yeast 85, AGP1 TOR yeast 98, CIT2 TOR yeast 111, GRK2 inh 3, VLA-4 inh 16 and LAP4-GFP MLPCN 105.
`O=C(Nc1ccc2c(c1)CCC2)c1ccccc1` gave RPL19A-GFP yeast 105, CR mimetic SO 93, MEP2-GFP yeast 106, AGP1 TOR yeast 96, CIT2 TOR yeast 99, GRK2 inh 0, VLA-4 inh -1 and LAP4-GFP MLPCN 102.
`O=C(c1ccc(COc2ccccc2Br)cc1)N1CCCCC1` gave RPL19A-GFP yeast 96, CR mimetic SO 103, MEP2-GFP yeast 95, AGP1 TOR yeast 96, CIT2 TOR yeast 85, GRK2 inh 0, VLA-4 inh 25 and LAP4-GFP MLPCN 98.
`C/C(=N/NC(=O)C(C)n1nc(C)c([N+](=O)[O-])c1C)c1ccc(OCC(N)=O)cc1` (stereo unspecified) gave RPL19A-GFP yeast 98, CR mimetic SO 101, MEP2-GFP yeast 100, AGP1 TOR yeast 98, CIT2 TOR yeast 96, GRK2 inh 0, VLA-4 inh 1 and LAP4-GFP MLPCN 103.
For Cc1ccc(/C(C#N)=C\c2cn(C)c3ccccc23)cc1 the results were RPL19A-GFP yeast 104, CR mimetic SO 95, MEP2-GFP yeast 95, AGP1 TOR yeast 85, CIT2 TOR yeast 95, GRK2 inh 0, VLA-4 inh 4 and LAP4-GFP MLPCN 87.
Screening Nc1ccccc1CNc1nc(NCCO)nc2c1ncn2CCN1CCOCC1 returned RPL19A-GFP yeast 98, CR mimetic SO 113, MEP2-GFP yeast 90, AGP1 TOR yeast 82, CIT2 TOR yeast 88, GRK2 inh 0, VLA-4 inh -5 and LAP4-GFP MLPCN 122.
For COC(=O)CNC(c1ccccc1)c1cc(Br)ccc1NC(=O)CCN1CCOCC1 (stereo unspecified) the results were RPL19A-GFP yeast 101, CR mimetic SO 89, MEP2-GFP yeast 99, AGP1 TOR yeast 91, CIT2 TOR yeast 85, GRK2 inh 4, VLA-4 inh -4 and LAP4-GFP MLPCN 101.
CCOC(=O)C1=C(c2ccccc2)Nc2ncnn2C1c1ccc(O)cc1 (stereo unspecified) was read as RPL19A-GFP yeast 102, CR mimetic SO 96, MEP2-GFP yeast 101, AGP1 TOR yeast 109, CIT2 TOR yeast 108, GRK2 inh 0, VLA-4 inh -4 and LAP4-GFP MLPCN 101.
O=C(CN1C(=O)NC(c2ccccc2)(c2ccccc2)C1=O)NC1CCCC1 was read as RPL19A-GFP yeast 100, CR mimetic SO 103, MEP2-GFP yeast 96, AGP1 TOR yeast 102, CIT2 TOR yeast 111, GRK2 inh 2, VLA-4 inh 4 and LAP4-GFP MLPCN 101.
`NC(=NCc1ccccc1)c1cccc([N+](=O)[O-])c1` gave RPL19A-GFP yeast 102, CR mimetic SO 101, MEP2-GFP yeast 95, AGP1 TOR yeast 98, CIT2 TOR yeast 110, GRK2 inh 0, VLA-4 inh -16 and LAP4-GFP MLPCN 86.
Screening COc1cccc(NC(=O)CS(=O)(=O)Cc2nc(-c3ccc(C)cc3)oc2C)c1 returned RPL19A-GFP yeast 97, CR mimetic SO 103, MEP2-GFP yeast 92, AGP1 TOR yeast 104, CIT2 TOR yeast 96, GRK2 inh 2, VLA-4 inh 15 and LAP4-GFP MLPCN 111.
For Oc1ccc(N=Nc2ccccc2C(F)(F)F)c2cccnc12 the results were RPL19A-GFP yeast 101, CR mimetic SO 125, MEP2-GFP yeast 111, AGP1 TOR yeast 95, CIT2 TOR yeast 100, GRK2 inh 0, VLA-4 inh 9 and LAP4-GFP MLPCN 144.

3 structures from above, arranged by heavy-atom count, largest number first:
COc1ccc(C)cc1NC(=O)C(OC(=O)c1cnc(C)cn1)c1ccccc1 (stereo unspecified) was read as RPL19A-GFP yeast 104, CR mimetic SO 105, MEP2-GFP yeast 99, AGP1 TOR yeast 108, CIT2 TOR yeast 91, GRK2 inh 0, VLA-4 inh 3 and LAP4-GFP MLPCN 109.
Screening COCCCn1c(=NC(C)=O)c(C#N)cc2c(=O)n3cccc(C)c3nc21 returned RPL19A-GFP yeast 111, CR mimetic SO 105, MEP2-GFP yeast 109, AGP1 TOR yeast 105, CIT2 TOR yeast 101, GRK2 inh 2, VLA-4 inh 7 and LAP4-GFP MLPCN 109.
`c1ccc2c3n(nc2c1)CCCCO3` gave RPL19A-GFP yeast 97, CR mimetic SO 105, MEP2-GFP yeast 94, AGP1 TOR yeast 68, CIT2 TOR yeast 92, GRK2 inh 5, VLA-4 inh 11 and LAP4-GFP MLPCN 81.
